Assay outcomes deposited in PubChem by Sanford-Burnham Center for Chemical Genomics.
SENP8 block = SENP8 (human) protease inhibition; Q96LD8; recombinant SENP8, Nedd8 substrate fluorescence; inhibition, % at 20 µM; hit rate 0.64% among 360,000; AID 602440; in the data active = inhibition mostly above about 40%, no sharp cut-off; inactive = mostly below about 27%
Target sequence (Q96LD8 whole entry, looked up): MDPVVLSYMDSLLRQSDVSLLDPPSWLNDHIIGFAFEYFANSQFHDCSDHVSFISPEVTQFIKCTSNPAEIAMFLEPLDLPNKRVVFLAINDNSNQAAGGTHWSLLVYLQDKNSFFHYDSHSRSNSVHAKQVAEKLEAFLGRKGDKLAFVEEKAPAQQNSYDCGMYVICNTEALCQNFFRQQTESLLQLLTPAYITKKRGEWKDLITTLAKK
ATG4B inhibitor = blocks human ATG4B protease cleavage of LC3 substrate; inhibition, % at 8.33 µM; hit rate 0.51% among 340,000; Q9Y4P1; ATG4B cleavage of LC3-PLA2, NBD-HPC fluorescence, 1 h; AID 504462; in the data active = inhibition above about 40%
MPTP block = blocks calcium-induced mitochondrial swelling | isolated mouse mitochondria, Ca2+ swelling absorbance, 30 min | inhibition, % at 10 µM | hit rate 1.4% among 360,000;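 active = inhibition of 50% or more, scaled per plate between neutral and stimulator controls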;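 note: 0% = DMSO wells given calcium and 100% = 1 mM EGTA wells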
GRIN3A LBD mod = modulates the human NR3A ligand-binding domain. NR3A LBD differential scanning fluorimetry, Tm shift; 0% = protein alone, 100% = glycine-bound protein. hit rate 2.5% among 340,000. Tm shift relative to glycine control, % at 25 µM;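 active = melting temperature shift of at least 10% of the positive control shift, at one fixed dose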
PfGluPho inh = PfG6PD (Plasmodium falciparum) enzyme inhibition; PfGluPho enzyme, NADPH resazurin-diaphorase fluorescence; inhibition, % at 20 µM; hit rate 0.78% among 350,000; AID 504690;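 active = inhibition reaching at least a set limit at 20 µM in the primary screen, cut at about 59% in these data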;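 note: 0% = DMSO wells with substrate and 100% = DMSO wells lacking glucose-6-phosphate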
hIAP act = increases human intestinal alkaline phosphatase activity | purified human IAP, CDP-Star luminescence, 30 min; active compounds read high; 1 = vehicle-only enzyme, 0 = enzyme-free background | activation factor at 10 µM | hit rate 0.16% among 330,000;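 active = activation factor of the enzyme at least 2-fold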; note: the source names both 10 and 20 µM as test concentration; values of inactives mirror those of a sister screen read the other way
Target sequence (P09923 whole entry, looked up): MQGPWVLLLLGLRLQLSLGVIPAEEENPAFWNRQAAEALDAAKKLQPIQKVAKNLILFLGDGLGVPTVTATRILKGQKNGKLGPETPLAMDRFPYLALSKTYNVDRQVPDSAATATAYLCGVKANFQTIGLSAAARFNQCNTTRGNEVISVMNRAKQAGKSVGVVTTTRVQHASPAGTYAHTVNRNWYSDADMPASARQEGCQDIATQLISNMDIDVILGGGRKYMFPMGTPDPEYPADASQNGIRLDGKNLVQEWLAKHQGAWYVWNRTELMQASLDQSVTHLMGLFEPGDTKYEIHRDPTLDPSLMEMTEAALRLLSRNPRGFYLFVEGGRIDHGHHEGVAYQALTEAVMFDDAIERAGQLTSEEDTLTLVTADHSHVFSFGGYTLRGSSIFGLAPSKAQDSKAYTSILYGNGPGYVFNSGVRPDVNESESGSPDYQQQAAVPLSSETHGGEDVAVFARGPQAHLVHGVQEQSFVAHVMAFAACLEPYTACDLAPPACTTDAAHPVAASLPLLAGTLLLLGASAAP
SENP1 FRET inh = blocks the human SENP1 SUMO protease catalytic domain | Q9P0U3 | recombinant SENP1 catalytic domain, CyPet-SUMO1-YPet FRET cleavage | inhibition, % at 10 µM | hit rate 0.21% among 360,000 | AID 624204;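 active = inhibition at least 30% at 10 µM, raw YFP signal under a set limit, fluorescence ratio 0.5 to 1.5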;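 note: 0% = enzyme with DMSO and 100% = no enzyme wells; some results filed as inactive read as strong as hits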
Target sequence (Q9P0U3 419-644 limits assumed): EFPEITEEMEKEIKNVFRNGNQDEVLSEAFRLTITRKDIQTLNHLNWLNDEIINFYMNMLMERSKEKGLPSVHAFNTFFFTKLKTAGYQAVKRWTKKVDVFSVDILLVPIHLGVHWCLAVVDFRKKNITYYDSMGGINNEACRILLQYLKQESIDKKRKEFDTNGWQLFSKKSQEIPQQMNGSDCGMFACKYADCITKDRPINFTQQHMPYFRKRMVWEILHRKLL
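Test system: hSENP1 catalytic domain, recombinant; Amount: 20 pM final SENP1 enzyme; Medium: Tris pH 8 buffer plus EDTA, NaCl, BME, BSA, NP40, catalase; Schedule: 50 min enzyme reaction, room temperature, light-protected; Technique: FRET fluorescence in CFP and YFP emission channels; Controls: no-enzyme wells low, DMSO-plus-enzyme wells high control.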
SENP6 block = inhibitors of human SENP6 protease; Recombinant SENP6 catalytic domain, aminoluciferin luminescence; Q9GZR1; hit rate 1.8% among 330,000; AID 2599; inhibition, % at 10 µM;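 active = inhibition above about 50% at the single tested dose, limit read from the data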;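 note: plate controls were DMSO wells with enzyme for no effect and DMSO wells lacking enzyme for full effect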
Active calls of the source: *; x = no result given.

Second line of a record – SENP8 block	ATG4B inhibitor	MPTP block	GRIN3A LBD mod	PfGluPho inh	hIAP act	SENP1 FRET inh	SENP6 block
C[C@H]1CN([C@@H](C)CO)C(=O)CCCn2cc(nn2)CO[C@@H]1CN(C)C(=O)Nc1ccc(N2CCN(C)CC2)cc1
    14	x	0.5	x	-5	x	2	x
CC(C)CS(=O)(=O)C1=NN2C(=N)/C(=C\c3ccc(OC(=O)c4ccco4)cc3)C(=O)N=C2S1
    -18	34	-2.7	7	-35	0.98	-62	-15
Cc1cc(C(=O)c2ccc(C(C)(C)C)cc2)c(NC(=O)CCl)s1
    34	-3	3.8	1	14	1	0	-11
CCC(Oc1ccccc1)C(=O)Nc1ccccn1 (stereo not drawn)
    5	1	-1.0	-1	7	1.1	1	1
C=CCSc1nnc(NC(=O)CSc2nnc(C)s2)s1
    13	-12	-1.5	2	33	0.86	3	-12
c1cc2c3c(cccc3c1)NC1(CCC3(CC1)Nc1cccc4cccc(c14)N3)N2
    -301	0	0.2	18*	33	1	-49	5
O=C(NC1CCCCCCC1)c1ccc(F)cc1
    15	4	0.3	2	8	1.1	1	13
CCOC(=O)C1CCCN(C(=O)c2cc(COc3ccc(C)nc3)on2)C1 (stereo not drawn)
    8	4	1.0	1	-13	1	1	-20
Cc1cccc(NC(=O)CSc2nnc(-c3ccccc3Br)o2)c1C
    16	20	4.4	-11	-9	1	3	-5
COC(=O)C1=C(N)Oc2cc(C)[nH]c(=O)c2C1c1ccc(Cl)cc1 (stereo not drawn)
    12	2	0.2	-1	0	1.2	-1	-9
CC[C@H](C)[C@H](NS(=O)(=O)c1ccc(C)cc1)C(=O)N1CCC(C(=O)N[C@H](C(=O)O)C(C)C)CC1
    14	-2	-0.5	-1	-11	1.1	6	-1
CCOc1ccc(N2C(=O)CN(c3cccc4ccccc34)C2=S)cc1
    -2	12	1.6	-2	15	1	0	-7
CNc1nc(OC)nc(N(C#N)CN2C(=O)c3ccccc3S2(=O)=O)n1
    11	0	-0.4	-1	-5	1.1	-1	-5
O=C(c1cccs1)N1CCc2c([nH]c3ccccc23)C1c1ccc(Cl)cc1 (stereo not drawn)
    15	0	0.1	-21	2	1	1	-23
CCOc1ncccc1C(=O)OCC(=O)Nc1nnc(-c2ccccc2)o1
    -72	-4	-1.1	-1	0	1.1	-3	1
COc1ccc(CN2CCNC(=O)C2CC(=O)NC2CCCCCCC2)cc1C (stereo not drawn)
    -25	3	-1.5	-1	0	0.82	-15	16
O=c1[nH]c(=O)n(C(c2ccccc2)c2ccccc2)cc1Br
    12	-9	2.4	1	1	1.2	3	-30
COc1ccc(/C=C/c2c([N+](=O)[O-])c(=O)n(C)c(=O)n2C)cc1OC
    5	11	0.8	2	-2	1	-3	-15
COc1ccc(OC)c(/C=N/NC(=O)Cn2ccnc2C)c1
    -418	12	1.9	1	9	0.73	-8	13
COc1ccc2c(c1)C1CC(C)(NC(=O)C1C(=O)c1ccccc1)O2 (stereo not drawn)
    12	-1	-1.0	-2	0	1	1	2
COc1ccccc1CN(C)C(=O)CN1C(=O)c2ccccc2C1=O
    4	-2	-0.4	-1	1	1.1	-1	-6
CC(C)CCn1c(N2CCCC2)nc2c1c(=O)[nH]c(=O)n2C
    9	-4	-0.2	-7	18	1	0	5
CCOC(=O)C1=C(c2ccccc2)N=C2SCC(=O)N2C1c1ccc(OCC)c(OCC)c1 (stereo not drawn)
    13	-7	0.6	-4	16	1	1	-22
CC(=O)Nc1ccc(S(=O)(=O)N2CCN(Cc3cccc([N+](=O)[O-])c3)CC2)cc1
    37	6	-0.3	-4	-22	1.1	1	0
O=C(CCC1CCCC1)Nc1cccn(Cc2ccccc2Br)c1=O
    -192	3	2.1	4	11	1	0	-4
CCCCC(=NCCc1c(C)[nH]c2ccccc12)C1=C(O)CC(c2ccccc2)CC1=O (stereo not drawn)
    -8	6	-0.9	-5	23	0.94	2	-9
CSCCC(NC(=O)c1ccco1)C(=O)Nc1ccc(C)cn1 (stereo not drawn)
    9	-10	-2.1	2	4	1.2	0	3
CC(=O)N1CCC(N(CCN2CCOCC2)C(=O)Nc2ccc(Cl)c(Cl)c2)CC1
    9	-6	0.0	-3	1	1	-1	9
S=c1[nH]nc(CCc2ccccc2)n1-c1ccccc1
    -22	11	-13	1	30	0.9	-2	-25
Cc1ccc(S(=O)(=O)N2CCOCC2)cc1NC(=O)CNc1ccccc1N1CCCC1=O
    8	2	-0.6	-2	-14	0.88	3	2

Whole records, quoted from the list:
CCOC(=O)C1=C(c2ccccc2)N=C2SCC(=O)N2C1c1ccc(OCC)c(OCC)c1 (stereo not drawn) is listed with SENP8 block: 13; ATG4B inhibitor: -7; MPTP block: 0.6; GRIN3A LBD mod: -4; PfGluPho inh: 16; hIAP act: 1; SENP1 FRET inh: 1; SENP6 block: -22
COc1ccc2c(c1)C1CC(C)(NC(=O)C1C(=O)c1ccccc1)O2 (stereo not drawn) is listed with SENP8 block: 12; ATG4B inhibitor: -1; MPTP block: -1.0; GRIN3A LBD mod: -2; PfGluPho inh: 0; hIAP act: 1; SENP1 FRET inh: 1; SENP6 block: 2

Continuation:
Second line of a record – SENP8 block	ATG4B inhibitor	MPTP block	GRIN3A LBD mod	PfGluPho inh	hIAP act	SENP1 FRET inh	SENP6 block
CCN(CC)S(=O)(=O)c1ccc(C(=O)NCc2n[nH]c(=S)n2Cc2ccccc2)cc1
    12	-3	-1.8	0	20	1	-1	-26
CN(C)c1nc(Cl)nc2c1nc(Cl)n2C1CCCCO1 (stereo not drawn)
    1	0	-0.5	2	18	x	-1	x
CCCCN(C)C(=O)c1coc(=O)c2ccccc12
    22	-8	-4.2	-1	-12	0.98	2	-10
COC(=O)/C=C/c1ccc(OC(=O)OC)c(OC(=O)OC)c1
    -42	37	0.6	0	-16	x	-6	x
CN(C)CCCNc1ccc(-c2cc(Nc3cccc(Cl)c3)ncn2)cn1
    -497	3	-1.4	-11	8	1	-2	-21
CCOc1ccccc1NC(=O)C1CCCN(S(=O)(=O)c2ccc3c(c2)C(C)(C)C(=O)N3C)C1 (stereo not drawn)
    3	-12	-0.2	-1	1	0.97	1	-25
O=C(OCc1c(-c2ccccc2)ncc2ccccc12)c1ccco1
    12	16	0.2	-5	3	0.9	-2	-2
Cc1ccc(-c2noc(COC(=O)c3ccco3)n2)cc1
    15	-8	-0.4	2	30	0.98	-1	78*
O=C(O)CSc1c(O)c2ccccc2[nH]c1=O
    -81	-18	1.7	-3	8	1	2	8
N#CCC(=O)Nc1ccc(C(=O)OCC(=O)NC2CCCCCC2)cc1
    0	-10	-0.1	0	2	1.1	-4	-20
COC(=O)c1ccc2c(=O)n(NC(=O)C(c3ccccc3)c3ccccc3)c(=S)[nH]c2c1
    23	-18	0.1	2	-25	1.1	2	8
COc1cc(Cc2nc3ccc(S(=O)(=O)N4CCOCC4)cc3[nH]2)cc(OC)c1OC
    12	-5	-2.0	0	9	1.6	-2	2
Cc1cccc(CCNS(=O)(=O)c2ccc3c(c2)CCN3C(=O)CCC(=O)O)c1
    10	3	-0.4	2	-31	1.2	0	-15
O=C(NCc1ccc2c(c1)OCO2)Nc1ccc([N+](=O)[O-])cc1
    15	-4	81*	-3	20	1.1	2	-14
CNC(=O)NC(=O)C(C)OC(=O)c1c(C)noc1C (stereo not drawn)
    -6	-2	2.1	1	-15	1.1	2	-2
O=C(CSc1nnc(C2CCCCC2)o1)N1CCCCC1
    14	2	-0.9	-1	-15	0.97	1	-11
COC(=O)[C@]1(Cc2ccccc2)N[C@H](CN(C)C(C)=O)[C@@H]2C(=O)N(Cc3ccccc3)C(=O)[C@@H]21
    10	-1	3.1	-7	-4	0.98	0	-30
Cc1ccc(NC(=O)COC(=O)c2ccc(OCc3c(C)noc3C)cc2)cc1S(=O)(=O)N1CCOCC1
    20	23	0.1	0	-7	0.88	2	-20
CCOC(=O)c1c(N)sc2c1CCC(C)C2 (stereo not drawn)
    -26	1	1.3	-11	27	1.1	1	-10
COc1cccc(NC(=S)NCCCN2CCOCC2)c1
    11	-10	0.2	-8	2	0.91	-2	-5
COc1ccc2c(CN(C)c3ccccc3)cc(=O)oc2c1
    -177	6	-0.3	2	-4	x	-21	x
COc1cc(OC)c(S(=O)(=O)Nc2ccccc2NC(=O)CN2CCOCC2)cc1NC(C)=O
    8	0	-3.2	1	-1	1.1	1	-6
Cc1ccc(-c2noc(-c3cccs3)n2)cc1
    10	5	1.9	3	12	1.1	2	95*
CC(C)(C)NC(=O)COC(=O)CCC(=O)c1ccc(F)cc1
    18	-3	0.6	-1	-7	1.1	2	6
Cc1nn(Cc2ccccc2Cl)c(C)c1C(=O)N1CCN(c2ccccc2)CC1
    12	4	3.4	1	-17	1.1	1	-18
Cc1cccc(N2CCN(C(=O)CCC(=O)N3CC(C)Oc4ccc(C)cc43)CC2C)c1 (stereo not drawn)
    15	9	-1.6	-1	7	0.89	-1	-12
CN(c1ccccc1)S(=O)(=O)c1cccc(C(=O)NCCc2c[nH]c3ccccc23)c1
    9	-7	4.7	-2	4	1.1	2	20
CCN(C(=O)CSc1nnc(C)n1Cc1ccccc1)C1CCS(=O)(=O)C1 (stereo not drawn)
    2	-8	0.6	-5	13	0.97	-3	-10
S=C1N(c2ccccc2)CN(CCN2CCOCC2)CN1c1ccccc1
    32	6	0.4	-2	-8	0.96	2	-11
CCOC(=O)c1ccc(NC(=O)Cc2coc3cc4c(cc23)CCC4)cc1
    -4	3	87*	3	5	0.93	0	0
CCOc1ccccc1N1CN(CC)CNC1=S
    4	-3	-0.2	-1	-17	1.2	-2	-32
O=C(Nc1cccc(C(=O)N2CCCCCC2)c1)c1ccco1
    19	4	-0.3	0	-14	1.3	1	-5
CCC(C)Nc1nc2c(c(=O)[nH]c(=O)n2C)n1CCC(C)C (stereo not drawn)
    14	-3	-4.1	0	2	1	-1	-4
CCCN(C(=O)COC(=O)c1[nH]c(C)c(C(=O)OC)c1C)c1c(N)n(Cc2ccccc2)c(=O)[nH]c1=O
    -69	-4	60*	0	-2	1	-5	-11
COc1c(F)cc2[nH]c3c(c2c1F)CCNC3=O
    -104	5	-2.7	-2	-5	1.1	1	5
Cc1ccc(OCC(=O)OCCN2C(=O)c3ccccc3C2=O)cc1C
    11	5	0.4	0	-18	1.1	1	8
O=C(CNC(=O)C(c1ccccc1)c1ccccc1)N/N=C/c1cccnc1
    16	-3	1.6	-2	2	1.3	3	-6
CSc1nc2ccccc2n1C(=O)NC1CCCCC1
    22	-8	-3.7	-1	-6	1.1	-1	-21
CCCCC1CCC(C(=O)OC(C)C(=O)Nc2ccc(NC(C)=O)cc2)CC1 (stereo not drawn)
    15	6	-0.6	-2	-21	0.92	0	-4
Cc1cc(/C=C2\C(=N)N3C(SCc4ccccc4)=NSC3=NC2=O)c(C)n1Cc1ccccc1
    -99	6	16	14*	-31	1.3	-22	2
O=C(COC(=O)C1CC1)Nc1ccc(Oc2ccccc2)cc1
    10	3	-0.4	-1	-6	0.91	0	22
CC(=O)c1ccc(Cl)c(Cl)c1Cl
    11	-3	-0.7	0	19	0.75	-1	2
Cc1onc(-c2ccccc2)c1C(=O)OCC(=O)Nc1ccc(OC(F)(F)F)cc1
    4	9	86*	12*	24	1.3	-1	-10
O=C(CSc1nc(-c2ccccc2)cc(=O)[nH]1)Nc1ccc(F)c(F)c1
    12	-4	1.7	-2	-29	0.82	0	-23
CN1CCN(C2Cc3cc(Cl)ccc3Sc3cc(F)ccc32)CC1 (stereo not drawn)
    16	1	-3.3	-3	42	1.2	0	-17
CCC(/C=N/NC(=O)C(N)=O)CC
    22	-5	-1.0	-1	-18	0.85	2	-5
